rTrxR1 inhibitor: blocks rat thioredoxin reductase 1; O89049; recombinant rTrxR1, NADPH fluorescence consumption, selenite substrate; Potency, µM (highest dose often 114 µM), for inactives: top-dose activity change, negative = inhibition, usual class: inhibitors; hit rate 1% among 390,000; further: on the % scale 0 is the no-effect control and ±100 the full control effect; nearly all actives have a fitted effect of over 65% in size
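Rat TrxR1 (90 nM in the dispensed reagent) was pre-reduced with 400 uM NADPH for 5 min at room temperature, then incubated with compound for 15 min. After 400 uM selenite was added, NADPH fluorescence (Ex 340/Em 450 nm) was followed for 8 min.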
Pin1 inhibitor: inhibitors of human Pin1; Q13526; Pin1 FP peptide displacement, HiFluor488, 10 min; Potency, µM (top dose mostly 115 µM), without a hit: at the top dose activity, negative = inhibition, hits mostly inhibitors; hit rate 0.009% among 390,000; AID 504891; active means well fitted inhibition curve with a large enough effect in the polarisation, with a control signal flat, not every such curve was filed as active; inconclusive means small, poorly fitted or top-dose-only effect, or effect the other way, or a change in a side signal; inactive means no such curve, though single readings can be large or run the other way; the % refers to the polarisation; further: on the % scale 0 is the no-effect control and ±100 the full control effect
PGK inhibitor: T. brucei PGK inhibition; P07378; Potency, µM (highest dose often 57.5 µM), inactives show top-dose activity change, negative = inhibition, usual class: inhibitors; AID 602233; PGK/GAPDH coupled, Kinase-Glo luminescence, 60 min; hit rate 0.043% among 380,000; further: on the % scale 0 is the no-effect control and ±100 the full control effect; nearly all actives have a fitted effect of over 60% in size
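Recombinant glycosomal PGK reaction used 1,3-bisphosphoglycerate generated in-well by GAPDH (100nM final) in 100mM TEA pH 7.6, 5mM MgCl2, 0.01% Tween-20. After 60 minutes at room temperature, ATP was read by Kinase-Glo Plus luminescence end-point.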
JMJD2A Tudor: blocks the human JMJD2A Tudor domain; O75164; AlphaScreen JMJD2A-Tudor / H3K4me3 peptide binding; Potency, µM (top dose mostly 114 µM), inactives show at the highest dose activity change, negative = inhibition, most hits filed as inhibitors; hit rate 4.4% among 390,000; AID 504339; further: on the % scale 0 is the no-effect control and ±100 the full control effect; nearly all actives have a fitted effect of over 50% in size
Target sequence (O75164 whole entry, looked up, the tested form may be a part): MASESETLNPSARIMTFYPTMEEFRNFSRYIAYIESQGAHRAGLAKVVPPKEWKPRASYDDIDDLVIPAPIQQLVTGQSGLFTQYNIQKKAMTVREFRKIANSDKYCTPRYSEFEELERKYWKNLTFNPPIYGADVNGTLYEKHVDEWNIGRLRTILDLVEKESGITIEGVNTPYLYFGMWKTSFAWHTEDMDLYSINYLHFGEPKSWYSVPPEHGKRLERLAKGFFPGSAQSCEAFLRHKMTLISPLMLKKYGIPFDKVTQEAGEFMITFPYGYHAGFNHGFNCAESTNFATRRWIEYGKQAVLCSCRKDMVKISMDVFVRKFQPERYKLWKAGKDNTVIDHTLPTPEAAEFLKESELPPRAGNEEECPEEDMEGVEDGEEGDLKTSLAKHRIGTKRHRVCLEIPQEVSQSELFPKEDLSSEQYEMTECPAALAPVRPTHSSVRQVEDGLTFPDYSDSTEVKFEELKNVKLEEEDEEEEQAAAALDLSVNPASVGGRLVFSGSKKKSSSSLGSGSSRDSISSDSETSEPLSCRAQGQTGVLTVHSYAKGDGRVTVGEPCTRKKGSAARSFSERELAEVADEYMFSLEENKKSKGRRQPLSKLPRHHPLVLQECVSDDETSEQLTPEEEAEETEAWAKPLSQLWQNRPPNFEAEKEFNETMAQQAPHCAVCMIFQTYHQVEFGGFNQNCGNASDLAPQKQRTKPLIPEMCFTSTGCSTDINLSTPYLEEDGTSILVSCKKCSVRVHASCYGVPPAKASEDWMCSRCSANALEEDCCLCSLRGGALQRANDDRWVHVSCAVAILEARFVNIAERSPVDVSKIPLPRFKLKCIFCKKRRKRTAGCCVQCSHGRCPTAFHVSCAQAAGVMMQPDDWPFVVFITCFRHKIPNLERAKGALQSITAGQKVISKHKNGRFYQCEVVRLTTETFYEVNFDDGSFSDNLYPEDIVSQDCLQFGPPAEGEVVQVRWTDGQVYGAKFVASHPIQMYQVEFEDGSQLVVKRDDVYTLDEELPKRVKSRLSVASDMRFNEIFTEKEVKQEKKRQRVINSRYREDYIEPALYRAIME
ERG-DNA inh: ERG Ets/DNA interaction inhibition; fluorescence polarization, His-ERG Ets domain / labelled DNA; Potency, µM (doses to about 76.9 µM), inactives show at the top dose FP activity, negative = inhibition, hits mostly inhibitors; hit rate 0.028% among 370,000; P11308; active means well fitted inhibition curve with a large enough effect in the polarisation, with a control signal flat; inconclusive means small, poorly fitted or top-dose-only effect, or effect the other way, or a change in a side signal; inactive means no such curve, though single readings can be large or run the other way; the % refers to the polarisation;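 further: polarization taken with two DNA probes labelled with fluorescein and Texas red; % of control where 0% means no effect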
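His-tagged ERG Ets domain (1 uM in the protein solution; 300mM KCl, 50mM Tris-HCl, 1mM EDTA, 1mM DTT, pH 7.5) received compound, then a probe mix of 5 nM fluorescein-DNA and 100nM Texas-615-DNA. Fluorescence polarization was read for both dyes.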
HP1b chromo inh: inhibitors of HP1-beta chromodomain binding to methylated histone tails; P83916; AlphaScreen HP1-beta / biotin-H3K9me3 peptide binding; Potency, µM (titrated, usually from 114 µM), without a hit: at the highest dose activity change, negative = inhibition, hits mostly inhibitors; hit rate 0.56% among 390,000; AID 540317; further: nearly all actives have a fitted effect of over 70% in size; inactives centre near 23
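HP1-beta protein (50 nM final) preincubated 30 min at room temperature with biotinylated H3(1-18)K9me3 peptide (50 nM) in PBS pH 7.4, 0.01% Tween-20, then compound added for 30 min. AlphaScreen streptavidin donor/nickel chelate acceptor beads (10 ug/mL final), 30 min dark, luminescence read.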
GLS inhibitor: glutaminase GLS (human) inhibition | O94925 | GLS enzymatic activity, qHTS titration | Potency, µM (titrated, usually from 45.5 µM), without a hit: at the highest dose activity change, negative = inhibition, hits mostly inhibitors | hit rate 0.21% among 410,000 | AID 624170; further: on the % scale 0 is the no-effect control and ±100 the full control effect
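Glutamate formation by hKGA was monitored fluorometrically using coupled glutamate oxidase, HRP and Amplex Red. Substrate was added as 1 mM L-glutamine solution; incubation was 30 min at RT after an initial read.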
RGS4 inhibitor: inhibitors of human regulator of G protein signaling 4; Transcreener GDP fluorescence polarization, RGS4-accelerated GTP hydrolysis; Potency, µM (series often up to 114 µM), for the others: top-dose activity change, negative = inhibition, actives largely listed as inhibitors; hit rate 0.039% among 390,000; further: on the % scale 0 is the no-effect control and ±100 the full control effect; nearly all actives have a fitted effect of over 75% in size; some results filed as inactive show a strong effect at the top dose
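MLSMR compounds (23 nl, pin-transferred) preincubated 10 min at room temperature with a 500nM (2x) first reagent, then RGS4 at 900nM (2x) plus Transcreener GDP mix added; fluorescence polarization (620/688 nm) read before and after 90 min at 30 °C.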
ALOX12 inh: inhibitors of human 12S-lipoxygenase ALOX12; P18054; purified 12hLO, xylenol orange hydroperoxide absorbance; Potency, µM (doses to about 108 µM), inactives show top-dose activity change, negative = inhibition, usual class: inhibitors; hit rate 1.1% among 580,000; AID 1671190; further: on the % scale 0 is the no-effect control and ±100 the full control effect
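Purified human 12hLO (150 nM final) in 25 mM Hepes, 0.01% Triton X-100, pH 7.0 was preincubated 15 min at room temperature with compound. Then 40 uM arachidonic acid was added, 30 min. Hydroperoxide was read by Fe-XO absorbance ratio 573/405 nm.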
An asterisk follows results filed as active; i = inactive; u = inconclusive; x = no result given; & = joins results of further samples; [ ] = remark or other dose. Unless noted, the call rests on the fitted dose curve; in most records, active means well fitted curve in the direction sought with a large enough effect; inconclusive means small, poorly fitted or top-dose-only effect, or another doubt; inactive means no such curve, though single readings can be large; an effect the other way counts as inactive or inconclusive. Potency means the concentration at half of the fitted maximal effect. This is a subset. The share of hits here may be higher or lower than overall.

SMILES	rTrxR1 inhibitor	Pin1 inhibitor	PGK inhibitor	JMJD2A Tudor	ERG-DNA inh	HP1b chromo inh	GLS inhibitor	RGS4 inhibitor	ALOX12 inh
CC(=O)C1C2c3ccccc3O[C@@]1(C)N=c1s/c(=C/c3ccoc3)c(=O)n12 (stereo not given in full)	-9%[57.1 µM]	14%	-3%	u	30%[activator]	-20%	1%	-2%	u
CCCN1CCC[C@@H]2Cc3[nH]ncc3C[C@H]21	18%[57.1 µM]	-3%	-2%	-23%	-5%	8%	7%&13%	-5%[56.9 µM]	u
CCC(=NCC1CCCO1)c1c(O)n(-c2ccccc2C)c(=O)[nH]c1=O (stereo not given)	27%[57.1 µM]	-5%	-3%	-13%	-8%	-3%	0%	-6%	0%
O=P(c1ccccc1)(c1ccccc1)N(c1ccccc1)c1ccccc1	1%	-1%	16%	-6%	-17%	18%	17%	u	-12%
CN1C(=O)c2ccccc2NC(=O)[C@]12O[C@@H]2c1ccccc1	7%	-11%	-2%	-13%	1%	37%	2%	-13%	-25%
Cc1nn(CCC#N)c2c1P(=S)(N1CCCC1)OC(c1ccc(F)cc1)=N2 (stereo not given)	-10%	-13%	x	u	x	14µM*	u	u	22µM*
CP(=O)(Nc1ccccc1)C(Cl)(Cl)Cl (stereo not given)	21%[57.1 µM]	-6%	-2%	-15%	5%	13%	0%	6%	-2%
O=C(Nc1ccc2c(c1)OCCO2)c1cccn(Cc2cccc([N+](=O)[O-])c2)c1=O	23%[57.1 µM]	-6%	-12%	u	1%	20%	-6%	-27%	-20%
C(#CCN1CCCCC1)COCc1ccccc1	-12%	-4%	i	-5%	-9%	49%[activator]	-4%	-7%	4%
Cc1oc(-c2ccccc2Cl)nc1CN1C(=O)CN=C(c2ccccc2)c2cc(Cl)ccc21	6%	u	i	-10%	1%	34%	2%	10%	0%
Cc1cccc(OP(=O)(Nc2cccnc2)Oc2cccc(C)c2)c1	-11%	1%	-2%	5%	-2%	30%	-6%	-17%	-2%
N#Cc1cc2c(nc1SCC(=O)Nc1cccc(C(F)(F)F)c1)C1CCN2CC1	6%	23%	5%	5%	-4%	48%[activator]	-12%	-5%	-13%
Cc1ccc(S(=O)(=O)N2Cc3cnnn3-c3ccccc3C2C#N)cc1 (stereo not given)	-2%	-15%	-1%	-15%	-12%	74%[activator]	2%	-27%	-7%
O=C1NC(c2cccnc2)Nc2sc3c(c21)CCCC3 (stereo not given)	u	60%[activator]	-1%	-26%	4%	49%[activator]	-10%	-19%	u
CN1CCC(OC(=O)Cc2ccccc2)CC1	24%	-5%	x	-11%	3%	50%[activator]	-1%	0%	u
O=C(N/N=C/c1c(O)n(Cc2ccc(F)cc2)c(=O)[nH]c1=O)c1ccccc1	1%[57.1 µM]	2%	19%	u	-4%	41%[activator]	12%	0%	0%
O=C1NC(=O)N(c2ccccc2)C(=O)/C1=C/c1ccoc1	u	u	-23%	-14%	8%	23%	u	u	u
Cc1ccc(N2CCNCC2C)cc1 (stereo not given)	-12%[11.4 µM]	-1%	-3%	-30%	-14%	14%	26%	-31%	-5%
C/C(=N\N1CCN(C)CC1)c1c(O)[nH]c(=O)[nH]c1=O	11%[57.1 µM]	-6%	7%	-4%	-1%	16%	-7%	-8%	-7%
CC12CN3CN(C1)CC(c1ccccc1)(C3)C2=O	-8%	5%	-2%	5%	2%	30%	-9%	-9%	0%
CC(=NCc1ccco1)c1c(O)n(Cc2ccccc2)c(=O)[nH]c1=O	u	15%	-2%	-13%	-2%	11%	-8%	-39%	-12%
CCOC(=O)c1ccc(N=C(c2ccccc2)c2c(O)n(C)c(=O)n(C)c2=O)cc1	4%[57.1 µM]	5%	-5%	11%	-8%	47%[activator]	6%	u	0%
CC12CCC(=O)C=C1CCC1C2CCC2(C)C(O)(C(=O)CO)CCC12O (stereo not given)	14%[57.1 µM]	0%	i	-8%	-3%	17%	3%	20%	4%
O=C1NC(=S)NC(=O)C1=Cc1c(Cl)cccc1Cl	-77%[57.1 µM]	0%	2%	-12%	-5%	4%[57 µM]	-5%	u	u
O=P(/C(=N/O)N1CCOCC1)(N1CCOCC1)N1CCOCC1	12%[57.1 µM]	-7%	-3%	-3%	-15%	27%	2%	7%	u

Brought forward from above: 3 compounds, then new ones.
SMILES	rTrxR1 inhibitor	Pin1 inhibitor	PGK inhibitor	JMJD2A Tudor	ERG-DNA inh	HP1b chromo inh	GLS inhibitor	RGS4 inhibitor	ALOX12 inh
CC12CCC(=O)C=C1CCC1C2CCC2(C)C(O)(C(=O)CO)CCC12O (stereo not given)	14%[57.1 µM]	0%	i	-8%	-3%	17%	3%	20%	4%
O=C1NC(=S)NC(=O)C1=Cc1c(Cl)cccc1Cl	-77%[57.1 µM]	0%	2%	-12%	-5%	4%[57 µM]	-5%	u	u
O=P(/C(=N/O)N1CCOCC1)(N1CCOCC1)N1CCOCC1	12%[57.1 µM]	-7%	-3%	-3%	-15%	27%	2%	7%	u
CCOCCCN=Cc1c(O)n(Cc2ccccc2)c(=O)[nH]c1=O	18%[57.1 µM]	-4%	-3%	-2%	-12%	36%	0%	3%	-3%
Cc1c(C(=O)O)cc(-c2ccccc2)n1Cc1ccccc1	0%[57.1 µM]	-5%	3%	-28%	10%	-7%	-17%	-14%	-5%
COc1ccccc1OCC(=O)Nc1ccc(Cl)cc1C(=O)c1ccccc1	7%	-2%	i	1%	-2%	45%[activator]	-4%	-5%	6%
Cc1ccc(-c2cc(-c3ccc(C)cc3)[n+](-c3ccc(C(=O)O)cc3)c(-c3ccc(C)cc3)c2)cc1	14%	2%	-3%	u	4%	17%	9%	9%	-27%
Clc1cc(Cl)c(-c2cc(Cl)c(Cl)cc2Cl)cc1Cl	15%	-1%	-2%	54%[activator]	-8%	95%[activator]	2%	-7%	20%
O=P1(N(CCCl)CCCl)NCCCO1 (stereo not given)	23%[57.1 µM]	-2%	7%	-26%	-2%	24%	-1%&-3%	u	26%
COC(=O)C(C#N)C(c1cccnc1)c1c(C)[nH][nH]c1=O (stereo not given)	u	3%	-5%	-22%	x	30%	u	-50%	-8%
CCOc1ccc(CN(CCc2ccc3c(c2)OCO3)Cc2ccc(CC)cc2)cc1	25%	-2%	i	22µM*	3%	-21%	-3%	0%	u
C[C@]12C[C@H](O)[C@@H](O)CC1=CCC1C2CC[C@@]2(C)C1CC[C@@H]2O (stereo not given in full)	-27%	-4%	-2%	-10%	3%	10%	-15%	11%	-34%
CCCCSP1(=S)NCCCO1 (stereo not given)	1%	-1%	-8%	-9%	4%	30%	7%	-3%	0%
Cc1ccccc1Cn1cccc(C(=O)Nc2nc3ccccc3s2)c1=O	24%[57.1 µM]	15%	-5%	-5%	-2%	32%[57 µM]	3%	-22%	0%
Cn1c(O)c(C=Nc2ccc3c(c2)CCC3)c(=O)n(C)c1=O	-13%	3%	i	-14%	-1%	40%[activator]	-1%	-5%	0%
O=C(N/N=C\C1C(=O)NC(=S)N(c2ccccc2)C1=O)c1ccc(O)cc1 (stereo not given)	-20%	9%	i	79µM*	-1%	22%	0%	-21%	u
C[C@]12CCC3C(CC[C@H]4C[C@@H](O)CC[C@]34C)C1[C@H]1CN=N[C@H]1[C@@H]2O (stereo not given in full)	5%	-6%	-4%	-11%	7%	21%	-4%	-12%	-7%
O=c1[nH]c(=S)[nH]c(O)c1CN1CCCCC1	4%	-4%	-4%	-9%	-8%	22%	8%	-2%	-3%
COCCO[C@H]1CC[C@@]2(C)C(=CCC3C2CC[C@@]2(C)C3CC[C@]2(C)O)C1 (stereo not given in full)	8%[57.1 µM]	4%	-1%	-10%	-4%	43%[activator]	-4%	-29%	-16%
Clc1ccc(CCC(Cn2ccnc2)Sc2c(Cl)cccc2Cl)cc1 (stereo not given)	6%	4%	1%	25µM*	-1%	-13%	14%	21%	u
c1ccc(C[n+]2ccccc2)cc1	5%	1%	4%	-10%	-1%	28%	8%	27%	-17%

Six compounds drawn at random from the list so far:
SMILES	rTrxR1 inhibitor	Pin1 inhibitor	PGK inhibitor	JMJD2A Tudor	ERG-DNA inh	HP1b chromo inh	GLS inhibitor	RGS4 inhibitor	ALOX12 inh
COC(=O)C(C#N)C(c1cccnc1)c1c(C)[nH][nH]c1=O (stereo not given)	u	3%	-5%	-22%	x	30%	u	-50%	-8%
Clc1ccc(CCC(Cn2ccnc2)Sc2c(Cl)cccc2Cl)cc1 (stereo not given)	6%	4%	1%	25µM*	-1%	-13%	14%	21%	u
CCOCCCN=Cc1c(O)n(Cc2ccccc2)c(=O)[nH]c1=O	18%[57.1 µM]	-4%	-3%	-2%	-12%	36%	0%	3%	-3%
Clc1cc(Cl)c(-c2cc(Cl)c(Cl)cc2Cl)cc1Cl	15%	-1%	-2%	54%[activator]	-8%	95%[activator]	2%	-7%	20%
Cc1c(C(=O)O)cc(-c2ccccc2)n1Cc1ccccc1	0%[57.1 µM]	-5%	3%	-28%	10%	-7%	-17%	-14%	-5%
CCCCSP1(=S)NCCCO1 (stereo not given)	1%	-1%	-8%	-9%	4%	30%	7%	-3%	0%
